Xi reactivation: activators of inactive X chromosome reactivation, primary screen, imaging, XiGFP fibroblasts, GFP high-content imaging, set 2; XiGFP mouse fibroblasts, % GFP-positive cells imaging, 3 d; cells co-treated with 5-aza-dC sensitizer; scaled so ellipticine positive control = 100%; activation, % at 7.58 µM; 360,000 compounds, 0.055% hits; AID 743238, 2013;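 active = mean normalized replicate activation at least 10% and every replicate at or above 10%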;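 also: 0% = median of on-plate neutral control wells and 100% = ellipticine 6 µM median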
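System: XiGFP fibroblasts, SV40-immortalized. Medium: DMEM plus 5-aza-dC sensitizer. Doses: single point. Timing: 3 d treatment, 15 min room-temperature fixation. Control set: ellipticine 6 µM.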
EWS-Fli inh: EWS/Fli-driven NR0B1 reporter inhibitors, primary screen, A673 cells, NR0B1 luciferase, luminescence, MLPCN library; viability-normalised; inhibition, % at 12.6 µM; 350,000 compounds, 0.67% hits; AID 651661, 2012;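 active = mean inhibition of at least 50% after viability correction, with every replicate also passing that limit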;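 also: firefly luciferase signal divided by Alamar Blue viability fluorescence both relative to DMSO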
E-selectin induc: E-selectin induction in HUVECs, primary screen, imaging, HUVEC, immunofluorescence imaging, single point; activation, % at 7.58 µM; normalized: neutral wells 0, TNF-alpha wells 100; P16581; 260,000 compounds, 0.37% hits;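 active = mean E-selectin-positive cell signal at least 10% of the positive control, reached in at least 60% of replicates, without over 20% cell loss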;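 also: in these data hits start at about 27%; measured in HUVEC primary endothelial cells; signal is the percent of cells scored E-selectin positive by PE staining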
Target sequence (P16581 whole entry, looked up): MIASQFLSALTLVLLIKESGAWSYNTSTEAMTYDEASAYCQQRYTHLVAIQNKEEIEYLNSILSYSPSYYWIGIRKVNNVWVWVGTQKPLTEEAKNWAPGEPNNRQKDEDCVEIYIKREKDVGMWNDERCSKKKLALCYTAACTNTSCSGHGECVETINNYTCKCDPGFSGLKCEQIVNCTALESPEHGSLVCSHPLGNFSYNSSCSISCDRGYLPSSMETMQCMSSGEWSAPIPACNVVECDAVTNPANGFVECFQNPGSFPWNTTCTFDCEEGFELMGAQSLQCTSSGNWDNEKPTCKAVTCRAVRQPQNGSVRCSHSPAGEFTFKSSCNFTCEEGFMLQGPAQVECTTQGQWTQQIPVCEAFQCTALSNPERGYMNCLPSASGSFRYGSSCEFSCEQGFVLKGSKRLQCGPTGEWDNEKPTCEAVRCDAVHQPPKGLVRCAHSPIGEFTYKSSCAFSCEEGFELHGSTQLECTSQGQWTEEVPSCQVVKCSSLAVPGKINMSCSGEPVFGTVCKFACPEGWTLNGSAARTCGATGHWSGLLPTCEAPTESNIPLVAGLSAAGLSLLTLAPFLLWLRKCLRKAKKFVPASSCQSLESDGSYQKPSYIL
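Test system: HUVEC | Signal: Immunofluorescence imaging | Read-out: Percent E-selectin-positive cells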
RAD52 anneal inh: RAD52 DNA annealing inhibitors, primary screen, biochemical, FRET, single point, set 2 | recombinant RAD52 DNA annealing, FRET fluorescence | AID 651710, 2012 | DNA repair protein RAD52 homolog (Homo sapiens), P43351 | inhibition, % at 18.7 µM | 360,000 compounds, 0.46% hits;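 active = every replicate showing at least 50% inhibition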
Target sequence (P43351 whole entry, looked up): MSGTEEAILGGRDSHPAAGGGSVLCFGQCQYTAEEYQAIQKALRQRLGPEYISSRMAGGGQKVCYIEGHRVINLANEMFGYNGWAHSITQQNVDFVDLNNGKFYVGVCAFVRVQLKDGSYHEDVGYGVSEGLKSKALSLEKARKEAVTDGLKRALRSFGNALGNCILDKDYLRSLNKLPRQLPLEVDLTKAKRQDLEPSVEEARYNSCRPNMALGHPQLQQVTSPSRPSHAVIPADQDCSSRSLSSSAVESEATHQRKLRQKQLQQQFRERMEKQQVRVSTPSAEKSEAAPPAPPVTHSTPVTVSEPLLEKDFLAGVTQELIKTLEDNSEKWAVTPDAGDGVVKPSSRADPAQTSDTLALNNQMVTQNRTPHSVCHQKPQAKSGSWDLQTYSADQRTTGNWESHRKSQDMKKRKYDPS
esBAF inh: Bmi1 luciferase reporter increase in mESCs, primary screen, esBAF inhibitor project, mouse ES cells, Bmi1 luciferase knock-in, single point. 350,000 compounds, 2% hits. 24 h; 100% = twice the neutral-well signal. reporter increase, % at 12.5 µM; in the data active = activation above about 40%;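 also: 0% = median of the plate's neutral control wells and 100% = double that signal; a rise in the Bmi1 reporter signal indicates esBAF inhibition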
FN deposit inh: inhibitors of fibronectin matrix deposition, primary screen, AH1F cells, Alexa488-fibronectin fluorescence, plate reader; inhibition, % at 12.6 µM; 350,000 compounds, 0.086% hits; AH1F fibroblasts, overnight;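 active = mean inhibition across replicates of 30% or more, regardless of how many single replicates reach that level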;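 also: positive control wells lacked labelled fibronectin entirely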
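Assay system: AH1F fibroblasts / Quantity: 10000 cells per well / Medium: DMEM plus 2% serum, read in PBS / Reagent: labelled fibronectin 24 nM / Dosing: single dose, pinned / Times: 1 h cell attachment, overnight exposure to compound and label / Signal: fluorescence, ex 485 nm, em 525 nm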
RAD54 branch: inhibitors of human RAD54 branch migration, primary screen, biochemical, fluorescence, single point | RAD54 Holliday junction branch migration, FAM/BHQ fluorescence | inhibition, % at 10.4 µM | 360,000 compounds, 0.14% hits | DNA repair and recombination protein RAD54-like (Homo sapiens), Q92698;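 active = mean normalized replicate activity at least 40 and at least half of replicates scoring 40 or more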;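 also: 0% = median of neutral control wells and 100% = median of positive control wells; inhibitors cause a drop in the FAM fluorescence signal; in these data hits start at about 50%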
S100A4 inh HTS: inhibitors of S100A4-myosin IIA peptide binding, primary screen, biochemical, fluorescence polarization, TAMRA-MyoIIA peptide; inhibition, % at 10.7 µM; Protein S100-A4 (Homo sapiens), P26447; 360,000 compounds, 0.14% hits;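 active = mean inhibition of at least 70% across replicates, with every replicate also reaching that level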
Target sequence (P26447 whole entry, looked up): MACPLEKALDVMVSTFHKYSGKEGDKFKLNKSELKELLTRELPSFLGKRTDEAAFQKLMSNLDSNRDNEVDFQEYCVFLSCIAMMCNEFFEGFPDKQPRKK
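System – human S100A4 monomer protein, biochemical binding assay · Buffer or medium – Calcium-containing HEPES buffer, pH 7.2 · Timing – 5 min between mix addition and reading · Also added – TAMRA-labelled myosin IIA heavy-chain peptide probe, 5 nM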
* hit, by the source's call; x = not tested or not shown.

Value order: RAD54 branch, S100A4 inh HTS, E-selectin induc, EWS-Fli inh, RAD52 anneal inh, Xi reactivation, FN deposit inh, esBAF inh
CO[C@H]1CN(C)C(=O)c2ccc(NC(=O)c3ccno3)cc2OC[C@@H](C)N(S(C)(=O)=O)C[C@@H]1C
→ -9, -39, -0.4, -1, -140, 0.0, -3, 3
C[C@H]1CN([C@@H](C)CO)C(=O)Cc2cc(NC(=O)Nc3cccc4ccccc34)ccc2O[C@@H]1CN(C)S(=O)(=O)c1ccc(Cl)cc1
→ 4, -5, -0.2, -10, -3, -0.6, 17, 7
CCOc1ccccc1NC(=O)c1cccc(NC(=O)C(C)C)c1
→ x, 1, -0.1, 6, -10, 0.1, 2, x
COCCN(C(=O)c1ccccc1F)c1c(N)n(Cc2ccccc2)c(=O)[nH]c1=O
→ x, -19, -0.2, -9, 7, 0.2, 3, x
Nc1cc(C(F)(F)F)ccc1NCCc1ccccn1
→ -5, -9, -1.7, -4, -24, 0.0, -8, -6
CCC(=O)N1CCCCN2[C@@H](CO)[C@@H](c3ccc(-c4cccnc4)cc3)[C@@H]2C1
→ 7, -1, -0.1, -9, 0, 0.1, x, 1
CCOC(=O)C1OC2(CCCC2)OC1C(=O)OCC (configuration not stated)
→ x, -2, 0.1, 2, -1, -0.1, -14, 4
CCc1c(-c2cccc(Cl)c2)ncn1CCc1ccccc1OC
→ x, 2, -0.3, -16, -13, 0.1, -3, x
Cn1c(N)c(C(=O)CSc2nnc(C3CC3)n2-c2ccccc2)c(=O)[nH]c1=O
→ 2, 2, 1.5, 0, -4, 0.3, 4, -5
COc1ccc(OCc2cc(C(=O)NCC(C)(C)N3CCOCC3)no2)c(Cl)c1
→ -21, 2, 0.1, 2, -16, -0.1, 1, x
CCn1cc(C(=O)N2CC(C)CC(C)C2)c(=O)c2cc(S(=O)(=O)N(C)C)ccc21 (configuration not stated)
→ 1, 0, -0.2, -1, -8, 0.1, 14, -3
COP1(=O)C=C[C@H](N(Cc2ccccc2)S(=O)(=O)c2ccccc2[N+](=O)[O-])[C@@H](C)O1 (some centres not stated)
→ -3, -4, -0.1, -1, 3, -0.2, -16, 8
COc1ccccc1Oc1nnnn1-c1ccc(C(N)=O)cc1
→ -3, 7, x, 12, -5, x, x, -5
CCOC(=O)c1c(NC(=O)COC(=O)c2nc(Cl)ccc2Cl)sc(C(=O)NC)c1C
→ -3, -2, x, 3, -3, -0.1, 9, 1
COc1ccc(OC)c(NC(=O)COC(=O)CCc2ccc(S(=O)(=O)N3CCOCC3)cc2)c1
→ 14, 17, 0.2, -3, -15, 0.0, -2, -4

Quoted from the listing.
CCC(=O)N1CCCCN2[C@@H](CO)[C@@H](c3ccc(-c4cccnc4)cc3)[C@@H]2C1 @ RAD54 branch = 7
COP1(=O)C=C[C@H](N(Cc2ccccc2)S(=O)(=O)c2ccccc2[N+](=O)[O-])[C@@H](C)O1 (some centres not stated) @ FN deposit inh = -16
COCCN(C(=O)c1ccccc1F)c1c(N)n(Cc2ccccc2)c(=O)[nH]c1=O @ E-selectin induc = -0.2

More structures
Value order: RAD54 branch, S100A4 inh HTS, E-selectin induc, EWS-Fli inh, RAD52 anneal inh, Xi reactivation, FN deposit inh, esBAF inh
O=C(COc1ccccc1F)Nc1ccc2c(c1)OCCO2
→ x, -4, x, x, -13, 0.1, -2, -20
CC(C)CC(=O)Nc1ccc(C(=O)COC(=O)Cc2n[nH]c(=O)c3ccccc23)cc1
→ 13, -2, x, -8, -15, -0.1, -4, -1
O=C(COC(=O)C1CC1)Nc1ccc(Cl)cc1Cl
→ -7, -2, 0.2, -1, 1, -0.6, 5, -2
Cc1cc(=O)oc2c(C)c(OCC(=O)NC3CCN(Cc4ccccc4)CC3)ccc12
→ -3, 0, x, 11, -10, 0.0, -2, -4
O=C(O)c1cc2ncc(CCO)cn2n1
→ x, -3, x, 7, 4, 0.0, -7, x
CO[C@H]1CN(C)C(=O)c2cc(NC(=O)C3CC3)ccc2OC[C@@H](C)N(CCC(F)(F)F)C[C@@H]1C
→ -10, -10, -0.2, 1, 12, 0.5, 0, -2
Cc1ccc(C(=O)NC2CCN(CC(=O)Nc3c(C)cc(C)cc3C)CC2)cc1
→ 8, 3, x, 6, 3, 0.0, 3, -8
C[C@@H]1CN([C@H](C)CO)C(=O)c2cc(C#CC3(O)CCCC3)cnc2O[C@@H]1CN(C)C(=O)CC1CC1
→ 0, 4, 0.2, 2, 12, 0.0, 4, -4
CC(=O)OCC(=O)C12OC(C)(C)OC1CC1C3CC=C4CC(O)CCC4(C)C3CCC12C (configuration not stated)
→ 3, 9, 0.5, 1, 1, -0.1, 2, 1
CNC[C@@H]1OCCCC[C@H](C)Oc2ccc(NS(=O)(=O)c3ccc(OC)cc3)cc2C(=O)N([C@H](C)CO)C[C@H]1C
→ x, x, -0.1, 6, x, 0.2, x, -5
COC(=O)c1ccc(S(=O)(=O)c2ccc([N+](=O)[O-])cc2)cc1
→ -10, -4, 0.2, 12, -6, 0.0, 0, 2
O=C(CCN1CCOCC1)N/N=C/c1cc(Br)cc(Br)c1O
→ 9, -6, x, 19, -20, 0.0, 5, -3
CCOC(=O)/C=C(\C)N1N=C(c2ccccc2)CC1c1ccccc1 (configuration not stated)
→ x, -6, 6.9, -55, -62, 0.2, -6, x
COC(=O)[C@@H](NCc1ccc(OC)c(B(O)O)c1)C(C)C
→ -6, 7, 0.0, 0, -14, 0.0, -4, -9
CCOC(=O)C1CCCN(C(=O)c2ccc(S(=O)(=O)Nc3ccccc3OC)cc2)C1 (configuration not stated)
→ -4, 0, -0.2, 1, -11, -0.1, 1, 0
CCn1nnnc1NCc1ccc(OCc2c(F)cccc2Cl)c(OC)c1
→ x, -3, 0.0, 14, -1, 0.0, 1, -3
CC(=O)Nc1ccc(S(=O)(=O)N2CCN(c3nc4ccccc4n3CC(C)C)CC2)cc1
→ -11, -3, x, 5, -20, 0.2, 9, 5
Cc1cc(C(=O)Nc2cc(S(C)(=O)=O)ccc2Cl)c(C)o1
→ 4, -2, -0.1, -1, -19, 0.2, -6, -5
O=C(COC(=O)c1nc(Cl)ccc1Cl)NCc1ccc(Cl)cc1
→ 15, -8, 0.1, 3, -28, 0.0, x, -4
CC(=O)Nc1sc(C)c(C)c1C(=O)OCC(=O)Nc1ccccc1
→ -4, -3, -0.9, -25, -2, 0.2, 3, 18
COc1ccc(-c2ccnc3nc(Sc4ncc(C(F)(F)F)cc4Cl)nn23)cc1
→ -5, 4, x, 3, 0, x, x, -17
Cc1ccc(S(=O)(=O)N2CCN(C(=O)C3CCCO3)CC2)cc1C (configuration not stated)
→ 7, -1, 2.9, -4, -11, 0.3, 0, x
CCc1cc(=O)oc2cc(OCC(=O)N3CC[C@@]4(O)CCCC[C@H]4C3)ccc12
→ -6, -2, x, -3, -9, x, x, 4
O=C(C1=C[C@@H](c2coc3ccccc3c2=O)C[C@@H](OCc2ccc(CO)cc2)O1)N1CCOCC1
→ -2, 1, -0.1, -5, -7, 0.0, 1, 6
CCCN1C[C@@H](C)[C@@H](OC)CN(C)C(=O)c2cc(NS(=O)(=O)CC)ccc2OC[C@H]1C
→ -5, 5, 0.0, 10, 6, 0.4, 0, -4
CN(Cc1ccccc1)C(=O)c1nc2ccccn2c1CN1CCc2sccc2C1
→ -1, 3, x, -7, -50, 0.0, x, 0
O=C(N/N=C/C=C/c1ccccc1[N+](=O)[O-])c1cc(-c2ccccc2)n[nH]1
→ x, -3, x, 7, 2, 0.3, -7, x
COc1ccc(-c2csc(NC(=S)NC(=O)c3ccco3)n2)cc1
→ x, 5, x, -2, -9, 0.3, x, 3
CCOC(=O)Cc1nnc(NC(=O)CCc2ccccc2)s1
→ x, 2, 0.0, -14, -16, 0.5, -7, x
CCCOc1ccc(/C=N/NC(=O)C2CC2)c(OCCC)c1
→ 3, -8, 0.4, -3, -8, 0.1, 6, 8
COc1ccc(/C=N\NC(=O)c2cccc(Br)c2)c(OC)c1
→ x, -2, 4.2, -2, -1, 0.1, 13, x
COc1ccc(CC(C)N2CCN(Cc3ccccc3)CC2)c(OC)c1 (configuration not stated)
→ -1, 8, x, 13, -11, x, x, -8
O=C(C1CCCC1)N1CC(=O)N2[C@@H](CO)[C@@H](c3ccc(-c4cccnc4)cc3)[C@@H]2C1
→ x, -6, 2.2, 4, -12, 0.2, 10, x
CN(Cc1c(F)cccc1Cl)S(=O)(=O)c1cccs1
→ -14, 20, x, -10, -9, 0.5, 3, -5
O=C(Nc1ccccc1)C1CC=CCC1C(=O)OCC1CCCO1 (configuration not stated)
→ 13, -3, x, x, 0, x, 14, -1
O=C(c1cccc(Oc2ccccc2)c1)N1CCOCC1
→ -9, 0, 1.0, -3, -11, 0.1, x, -8
O=P(Cc1cc(Br)cc(Br)c1OCCO)(c1ccccc1)c1ccccc1
→ x, 0, -1.1, 6, 3, 0.0, 7, x
CC(C)CC1CCCCC1OC(=O)C[N+]1(C)CCCCC1 (configuration not stated)
→ x, -1, x, 12, 0, 0.1, 0, x
O=C(CSc1nnnn1-c1ccc(O)cc1)c1cc2ccccc2o1
→ x, -2, x, 7, -274, 0.0, -6, -3
CCCCN(C(=O)CCC(=O)Nc1cc(C)on1)C(C(=O)NC1CCCC1)c1ccc(OCC)cc1 (configuration not stated)
→ 7, -1, x, 1, 14, 0.0, -1, 2
Cc1noc(C)c1S(=O)(=O)Nc1ccc2c(c1)C(=O)N([C@H](C)CO)C[C@H](C)[C@H](CN(C)S(=O)(=O)c1cn(C)cn1)OCCCC[C@H](C)O2
→ -15, -8, x, -46, -16, -0.1, -8, 3
COc1ccc(NC(=O)Nc2ccc3c(c2)CC(=O)N([C@H](C)CO)C[C@H](C)[C@H](CN(C)S(=O)(=O)c2cccs2)O3)cc1
→ 4, -1, 0.3, -9, 1, -0.2, -9, 7
COc1cc(NC(=O)Cn2c(=O)n(-c3cccc(C)c3)c(=O)c3c(C)c(C)sc32)cc(OC)c1
→ x, -1, x, 3, 7, 0.0, 1, x
CCCC(c1nnnn1C(C)(C)C)N1CCN(Cc2ccccc2)CC1 (configuration not stated)
→ -5, -5, x, 8, -1, 0.0, 16, 8
Fc1ccccc1NC(=S)NC1CCCC1
→ 10, -9, x, 0, -15, 0.0, -4, 8
O=[N+]([O-])c1cccnc1Sc1ccc(Cl)cc1
→ -16, -5, -1.7, 4, -12, 0.0, -6, -5
CCCCN1C(=O)C(CC(=O)NC2CCCC2)CC(C(=O)N2CCCCCC2)=C1C (configuration not stated)
→ x, 0, -0.1, -6, -14, 0.1, 1, x
CSc1ccc(CNCc2ccco2)cc1
→ 3, 5, x, -3, -9, 0.0, -22, 2

Among those listed so far, 3 have a CF3 group:
Value order: RAD54 branch, S100A4 inh HTS, E-selectin induc, EWS-Fli inh, RAD52 anneal inh, Xi reactivation, FN deposit inh, esBAF inh
Nc1cc(C(F)(F)F)ccc1NCCc1ccccn1
→ -5, -9, -1.7, -4, -24, 0.0, -8, -6
CO[C@H]1CN(C)C(=O)c2cc(NC(=O)C3CC3)ccc2OC[C@@H](C)N(CCC(F)(F)F)C[C@@H]1C
→ -10, -10, -0.2, 1, 12, 0.5, 0, -2
COc1ccc(-c2ccnc3nc(Sc4ncc(C(F)(F)F)cc4Cl)nn23)cc1
→ -5, 4, x, 3, 0, x, x, -17

High-throughput results deposited in PubChem BioAssay by Broad Institute.
